PI5P4K alpha inh = qHTS for Inhibitors of phosphatidylinositol 5-phosphate 4-kinase (PI5P4K); max response, %; PI5P4Kalpha enzyme, ADP-Glo luminescence, 60 min; hits give low values; 330,000 tested, 1.2% active; AID 652105, 2013; active = max response of -50% or lower; inconclusive = between -30% and -50%; inactive = -30% or higher; note: value at the top dose of about 77 µM; % is set by controls: 0 for no effect and ±100 for the full control effect
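qHTS, 1536-well: enzyme/substrate mix, compound by pin tool, 5 microM ATP final; RT 60 min; ADP-Glo reagents 1 (45 min) then 2 (30 min); luminescence.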
WRN inhibitor = qHTS for Inhibitors of WRN Helicase. WRN helicase unwinding, fluorescent forked duplex, kinetic. Potency, µM (series often up to 114 µM), for inactives: at the highest dose activity change, negative = inhibition, usual class: inhibitors. 360,000 tested, 0.46% active. AID 651768, 2012; note: potency is the fitted concentration of half-maximal effect; % is set by controls: 0 for no effect and ±100 for the full control effect; nearly all actives have a fitted effect of over 55% in size
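Fluorescence dequenching readout, ex 525 nm/em 598 nm, kinetic mode: forked duplex DNA (100 nM final) with adjacent fluorophore and quencher unwound by WRN (20 nM final) with 2 mM ATP. Compound preincubation 15 min, room temperature.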
EPAC1 antag = qHTS for Antagonist of cAMP-regulated guanine nucleotide exchange factor 3 (EPAC1): primary screen | 360,000 tested, 0.14% active | Potency, µM (doses to about 115 µM), without a hit: at the highest dose activity change, negative = inhibition, most hits filed as inhibitors | EPAC1 GEF assay, Rap1b-BODIPY-GDP exchange fluorescence | Rap guanine nucleotide exchange factor 3 (Homo sapiens), O95398 | AID 720709, 2013;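 note: potency is the fitted concentration of half-maximal effect; plate controls were vehicle for no effect and positive control for full effect; nearly all actives have a fitted effect of over 50% in size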
Target sequence (O95398 whole entry, looked up): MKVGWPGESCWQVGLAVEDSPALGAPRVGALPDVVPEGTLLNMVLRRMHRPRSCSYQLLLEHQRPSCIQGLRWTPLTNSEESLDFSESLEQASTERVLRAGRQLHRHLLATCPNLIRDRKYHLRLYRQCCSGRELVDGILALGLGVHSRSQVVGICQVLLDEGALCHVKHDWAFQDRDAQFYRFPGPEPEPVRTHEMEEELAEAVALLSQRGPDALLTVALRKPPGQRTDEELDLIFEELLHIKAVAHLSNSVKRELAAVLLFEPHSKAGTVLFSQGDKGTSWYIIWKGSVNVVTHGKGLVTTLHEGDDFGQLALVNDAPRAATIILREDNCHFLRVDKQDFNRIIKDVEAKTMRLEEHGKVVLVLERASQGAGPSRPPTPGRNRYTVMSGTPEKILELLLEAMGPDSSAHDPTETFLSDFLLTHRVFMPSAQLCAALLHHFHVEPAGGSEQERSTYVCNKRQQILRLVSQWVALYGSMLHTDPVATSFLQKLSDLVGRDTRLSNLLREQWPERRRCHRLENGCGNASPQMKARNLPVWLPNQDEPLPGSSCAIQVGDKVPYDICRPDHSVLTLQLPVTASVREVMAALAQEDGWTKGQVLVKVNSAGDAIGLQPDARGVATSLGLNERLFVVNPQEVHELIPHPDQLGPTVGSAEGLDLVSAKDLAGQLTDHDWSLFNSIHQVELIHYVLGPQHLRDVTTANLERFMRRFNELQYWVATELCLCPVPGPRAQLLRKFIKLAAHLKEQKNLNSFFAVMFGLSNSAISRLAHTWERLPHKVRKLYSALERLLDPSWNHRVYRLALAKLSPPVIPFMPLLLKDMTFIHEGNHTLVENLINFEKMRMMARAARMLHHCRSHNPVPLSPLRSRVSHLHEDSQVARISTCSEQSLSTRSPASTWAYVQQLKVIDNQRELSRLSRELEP
FUS yeast rescue = qHTS for Suppressors of FUS Proteinopathy: Primary screen using FUS-linked yeast assay; S. cerevisiae FUS-expressing, growth rescue, OD600, 24 h; AID 1347120, 2019; 390,000 tested, 0.24% active; Potency, µM (top dose mostly 76.6 µM), inactives show top-dose growth rescue (activation), most hits filed as activators;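 note: potency is the fitted concentration of half-maximal effect; plate controls were DMSO vehicle for no effect and reference control for full effect; nearly all actives have a fitted effect of over 55% in size; some results filed as inactive show a strong effect at the top dose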
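Compound concentration series was pinned onto galactose-induced FUS-expressing yeast seeded at OD 0.005. Plates sat 24hr at 30C; absorbance at 600 nm gave growth. DMSO served as background control.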
PLK1 PBD inh = qHTS for Inhibitors of PLK1-PDB (polo-like kinase 1 - polo-box domain): Primary Screen. Plk1 PBD binding of FITC phosphopeptide, fluorescence polarization. Potency, µM, for the others: max response, negative = inhibition, hits mostly inhibitors. 360,000 tested, 2.8% active. Serine/threonine-protein kinase PLK1 (Homo sapiens), P53350; note: potency is the fitted concentration of half-maximal effect; series mostly up to about 57 µM; % is set by controls: 0 for no effect and ±100 for the full control effect; nearly all actives have a fitted effect of over 65% in size
EPAC1 ag = qHTS for Agonist of cAMP-regulated guanine nucleotide exchange factor 3 (EPAC1): primary screen; 360,000 tested, 0.073% active; Rap guanine nucleotide exchange factor 3 (Homo sapiens), O95398; Potency, µM (top dose mostly 154 µM), for inactives: at the top dose activation, actives largely listed as activators; AID 720707, 2013; EPAC1 agonist qHTS, biochemical assay; response scale: 100% = response to 6.5 mM cAMP; note: potency is the fitted concentration of half-maximal effect; nearly all actives have a fitted effect of over 60% in size
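Nucleotide exchange assay: 100 nM EPAC1 with 250 nM Rap1B loaded with BODIPY-GDP and 50 uM GDP, room temperature. Fluorescence (480/540 nm) read every 5 min for 30 min; signal change normalized to 6.5 mM cAMP as full agonist.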
IL-2 act = qHTS of IL-2 Activators; IL-2 activation reporter assay, cell-based qHTS; stimulated with anti-CD3/CD4/CD28 beads; in transgenic mouse T cells; activation, % (series mostly up to about 46 µM); 360,000 tested, 0.065% active; in the data active = activation above about 50%; inconclusive = mostly about 30% to 49%; note: 0% is about no effect
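Unstimulated transgenic mouse T cells preincubated 60 min with compound, then stimulated with anti-CD3/anti-CD4-coated beads plus anti-CD28 for 18 h at 37 degrees C. IL-2 response read as EGFP and DsRed fluorescence by plate cytometry.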
Abeta rescue = qHTS for compounds that reverse cellular toxicity of Amyloid beta (A-beta) peptide in yeast: Primary Screen. Potency, µM (highest dose often 46.1 µM), for the others: at the highest dose growth rescue, usual class: activators. yeast expressing A-beta42, growth rescue, OD600, 48 h; response scale: 0% DMSO, 100% iron-clioquinol control. 410,000 tested, 0.063% active; note: potency is the fitted concentration of half-maximal effect; nearly all actives have a fitted effect of over 55% in size
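Yeast growth medium received pinned compounds, then yeast cells expressing toxic A-beta were added; plates incubated at 30 C for 48 hr. Growth read as absorbance at 600 nm, normalized to DMSO and equimolar FeCl3 plus clioquinol controls.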
aSyn yeast inh = qHTS of alpha-syn Inhibitors; Yeast expressing alpha-synuclein, growth rescue, BacTiter-Glo, 24 h; Potency, µM (doses to about 46.1 µM), for the others: top-dose growth rescue (activation), hits mostly activators; 370,000 tested, 0.14% active; AID 652106, 2013; note: potency is the fitted concentration of half-maximal effect; % of control where 0% means no effect; nearly all actives have a fitted effect of over 65% in size
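Screening used galactose-induced yeast with toxic alpha-synuclein levels, exposed to compound for 24 hr at 30 deg C. Cell growth, read with BacTiter-Glo luminescence, gave the measured signal.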
The depositor's hits bear a star; u = inconclusive; x = not tested or not shown; & = joins results of further samples; [ ] = dose if it differs, or a comment. Unless noted, calls come from the whole dose curve; as a rule, active = well fitted curve in the direction sought with a large enough effect; inconclusive = small, poorly fitted or top-dose-only effect, or another doubt; inactive = no such curve, though single readings can be large; an effect the other way counts as inactive or inconclusive.

SMILES	PI5P4K alpha inh	WRN inhibitor	EPAC1 antag	FUS yeast rescue	PLK1 PBD inh	EPAC1 ag	IL-2 act	Abeta rescue	aSyn yeast inh
Cn1cnc2cc(NC(=O)c3ccco3)ccc21	x	-8%	-2%	-14%	-4%	6%	-1.7	6%	-3%
Cc1nn(-c2nc3ccccc3s2)c(N)c1-c1ccc(Cl)cc1	6	-6%	-13%	18%	-12%	6%	3.0	24%	-8%
CCOC(=O)c1cnc(-n2cc(C)cn2)nc1NCc1ccc2c(c1)OCO2	x	-5%	5%	-7%	1%	2%	0.5	25%	-5%
CCOc1ccc(N2CC(C(=O)NCCc3ccccc3)CC2=O)cc1 (stereo unspecified)	-8	-27%	-7%	11%	-15%	-8%	-0.4	6%	1%
COCCCn1c(-c2ccc(S(=O)(=O)N3CCOCC3)cc2)csc1=Nc1ccccc1	4	-5%	-24%	-18%	-10%	5%	0.5	-15%&-3%	-4%
CCOC(=O)C1C(=O)OC(C)(C)C1C(C)C(=O)c1ccc(C)cc1 (stereo unspecified)	x	-4%	0%	24%	-4%	6%	-4.4	1%	6%
Cc1cccc(CSc2nnc([C@@H]3CCCN3C(=O)OC(C)(C)C)o2)c1	8	-25%	-16%	26%	-18%	-7%	-0.8	15%	2%
O=C(O)C/C(=C\c1ccc(N2CCOCC2)c([N+](=O)[O-])c1)c1nc2ccccc2s1	-54*	u	-15%	u	u	10%	1.2	-17%	0%
COc1ccc(OC)c(S(=O)(=O)NCC(c2ccc3c(c2)OCO3)N2CCOCC2)c1 (stereo unspecified)	-2	14%	0%	-2%	0%	10%	-2.7	5%	-5%
CC1=Nn2c(nnc2-c2ccccn2)SC1	x	-4%	9%	19%	-9%	-3%	-2.5	-1%	1%
O=C(O)C(c1ccccc1)C1(O)CCC1 (stereo unspecified)	4	-1%	-4%	9%	-17%	8%	-0.6	-7%	-3%
O=C(COC(=O)c1c(Cl)cccc1Cl)NCC1CCCO1 (stereo unspecified)	0	-6%	10%	1%	-11%	4%	-3.0	7%	1%
Cc1ccccc1NC(=O)N1CCN(C/C=C/c2ccccc2)CC1	5	-4%	-3%	9%	7%	10%	0.3	6%	10%
N#Cc1cnn(-c2ccccc2)c1N	x	-3%[57.1 µM]	15%	-2%	-6%	2%	-1.1	2%	0%
OCCn1nc(-c2ccccc2)cc1-c1ccccc1	6	4%	1%	6%	-1%	-7%	-3.4	4%	u
COc1cc(CNc2ncnc3c2ncn3[C@H]2CN(Cc3cc(OC)c(OC)c(OC)c3)C[C@@H](CO)O2)cc(OC)c1OC	-12	-8%	-4%	17%	-13%	5%	2.3	-7%	0%
CCOC(=O)N1CCN(C(=O)C(NC(=O)C2CCC(C)CC2)C(C)C)CC1 (stereo unspecified)	x	2%	5%	29%	-6%	7%	1.7	1%	0%
O=C(NCCN=C1NS(=O)(=O)c2ccccc21)c1ccc2nccnc2c1	-4	-22%	-17%	u	-17%	11%	6.0	-2%	0%
Cc1ccc(CC(=O)Nc2ccc(Cl)cn2)cc1	-4	3%	1%	15%	2%	1%	-0.4	7%	2%
COc1ccc(Br)c(C=O)c1OS(=O)(=O)c1ccc(C)cc1	u	-10%	u	17%	-14%	5%	-3.4	0%	-7%
O=C(O)C(SC(C(=O)O)c1ccccc1)c1ccccc1 (stereo unspecified)	-9	-17%	-2%	x	-25%	5%	-0.1	1%	5%
CC(C)c1ccc(C(=O)NCc2ccc(Cl)cc2)cc1	1	8%	-11%	x	-14%	0%	0.0	-17%	2%
O=C(Nc1cccc(F)c1)C1CCCN(S(=O)(=O)c2ccc(-n3cnnn3)cc2)C1 (stereo unspecified)	-3	-5%	-3%	7%	6%	6%	-0.1	2%	1%
CCOP(=O)(OCC)C(NC(=O)Nc1ccccc1)c1ccccc1 (stereo unspecified)	-4	-15%	-10%	x	-4%	-7%	-6.8	-9%	-5%
CCOC(=O)c1[nH]c(C)c(CCC(=O)O)c1C	9	-7%&3%	0%&3%	6%&20%	0%&2%	-6%&7%	-0.2&0.2	13%&6%	3%&-7%
Going on with the list.
SMILES	PI5P4K alpha inh	WRN inhibitor	EPAC1 antag	FUS yeast rescue	PLK1 PBD inh	EPAC1 ag	IL-2 act	Abeta rescue	aSyn yeast inh
COc1ccc(NC(=O)c2ccc(Br)o2)cc1	1	9%	-12%	-22%	2%	-15%	1.1	6%	-4%
CCN(C(=O)c1ccncc1)c1c(N)n(Cc2ccccc2)c(=O)[nH]c1=O	5	5%	7%	-6%	-4%	0%	-0.4	1%	1%
CC1=C(C(=O)Nc2ccc(Cl)cc2)C(c2ccco2)NC(=O)N1 (stereo unspecified)	-7	21%	16%	9%	-2%	-9%	-1.4	-14%	0%
O=c1oc(-c2cccs2)nc2ccccc12	x	-14%	-7%	38%	-15%	16%	0.0	-30%	-9%
COc1ccc(CCn2c(C)cc(C(=O)COC(=O)c3ccc(O)cc3O)c2C)cc1	-3	-13%	-4%	8%	1%	10%	-1.3	7%	0%
CCOc1cccc(/C(O)=C2/C(=O)C(=O)N(Cc3ccco3)C2c2ccncc2)c1 (stereo unspecified)	-1	-5%	-14%	22%	-16%	2%	-1.1	-18%	-7%
CN1c2ccc(C=O)c3c(C=O)ccc(c23)N(C)C1(C)C	u	-12%	-5%	12%	u	14%	0.4	14%	-9%
CN(c1ccc(F)cc1)S(=O)(=O)c1ccc(Cl)c(C(=O)NCC(c2ccco2)N2CCCCC2)c1 (stereo unspecified)	-1	-8%	-8%	9%	3%	7%	-5.7	15%	0%
CCNC(=O)C1(C)CCCN(C(=O)c2nc(C)oc2C)C1 (stereo unspecified)	-12	12%	1%	-14%	-10%	-1%	0.2	-26%	2%
Cc1onc(NC(=O)CSCC(=O)O)c1Br	1	15%	-11%	1%	-17%	12%	1.5	13%	0%
Cc1ccc(CN2CCN(/N=C/c3ccc(O)c(O)c3)CC2)cc1	-30	-4%	-8%	5%	u	-8%	0.8	16%	-1%
COc1ccc(NC(=O)Cc2ccsc2)cc1S(=O)(=O)N1CCCCC1	6	2%	9%	x	8%	7%	2.4	-1%	0%
COc1ccc(-c2noc(CNS(=O)(=O)c3ccc(NC(C)=O)cc3)n2)cc1OC	6	0%	4%	14%	-12%	5%	-2.3	-6%	-15%
COc1ccc(C2=NCCn3nc4ccccc4c32)cc1	-5	7%	-2%	-8%	-24%	-2%	-0.5	-3%	3%
Cc1cccc(-c2nc3c(c(SCC(=O)N4CCOCC4)n2)Cc2c(CO)cnc(C)c2O3)c1	-5	-17%	u	u	-26%	-6%	-3.1	7%	3%
COC(=O)c1ccc(NC(=O)CN2CCCC2)cc1	-4	7%	-10%	5%	-10%	2%	-0.4	11%	1%
CC1(C)Cc2cccc(OCC(=O)OCc3nnc(-c4ccc([N+](=O)[O-])cc4)o3)c2O1	0	-1%	-25%	-13%	-4%	12%	-0.2	23%	4%
C=CCSc1nnc(-c2nnc(SCC=C)n2CC)n1CC	1	4%	7%	17%	-4%	-5%	-2.1	-14%	2%

In the list so far, these have a halogen.
SMILES	PI5P4K alpha inh	WRN inhibitor	EPAC1 antag	FUS yeast rescue	PLK1 PBD inh	EPAC1 ag	IL-2 act	Abeta rescue	aSyn yeast inh
Cc1nn(-c2nc3ccccc3s2)c(N)c1-c1ccc(Cl)cc1	6	-6%	-13%	18%	-12%	6%	3.0	24%	-8%
O=C(COC(=O)c1c(Cl)cccc1Cl)NCC1CCCO1 (stereo unspecified)	0	-6%	10%	1%	-11%	4%	-3.0	7%	1%
Cc1ccc(CC(=O)Nc2ccc(Cl)cn2)cc1	-4	3%	1%	15%	2%	1%	-0.4	7%	2%
COc1ccc(Br)c(C=O)c1OS(=O)(=O)c1ccc(C)cc1	u	-10%	u	17%	-14%	5%	-3.4	0%	-7%
CC(C)c1ccc(C(=O)NCc2ccc(Cl)cc2)cc1	1	8%	-11%	x	-14%	0%	0.0	-17%	2%
O=C(Nc1cccc(F)c1)C1CCCN(S(=O)(=O)c2ccc(-n3cnnn3)cc2)C1 (stereo unspecified)	-3	-5%	-3%	7%	6%	6%	-0.1	2%	1%
COc1ccc(NC(=O)c2ccc(Br)o2)cc1	1	9%	-12%	-22%	2%	-15%	1.1	6%	-4%
CC1=C(C(=O)Nc2ccc(Cl)cc2)C(c2ccco2)NC(=O)N1 (stereo unspecified)	-7	21%	16%	9%	-2%	-9%	-1.4	-14%	0%
CN(c1ccc(F)cc1)S(=O)(=O)c1ccc(Cl)c(C(=O)NCC(c2ccco2)N2CCCCC2)c1 (stereo unspecified)	-1	-8%	-8%	9%	3%	7%	-5.7	15%	0%
Cc1onc(NC(=O)CSCC(=O)O)c1Br	1	15%	-11%	1%	-17%	12%	1.5	13%	0%

Screening results from PubChem.
